# CSM14.1 death rescue – rescue of cells from ER stress-induced death, primary screen, 384-well, CSM14.1, thapsigargin, ATP luminescence (AID 1222) | CSM14.1 thapsigargin-induced death rescue, ATP luminescence; higher % means a stronger effect | cellular ATP content (survival), % at 20 µM, or EC50 in µM where a hit was titrated | 190,000 tested, under 10 active;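 active = EC50 below 50 µM in the dose-response confirmation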;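 also: death triggered by thapsigargin at about 15 µM added after 2 h compound pretreatment; cell ATP read after overnight thapsigargin exposure of roughly 18 to 22 hours; normalized against plate controls of thapsigargin alone and 5% DMSO vehicle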
# West Nile antiviral – West Nile virus antiviral activity, cell-based, CPE readout (AID 1621). 290,000 tested, 0.02% active. CPE inhibition, % at 10 µM, or IC50 in µM where a hit was titrated. West Nile virus-infected cells, CPE inhibition; higher % means a stronger effect; in the data active = a potency from the dose series; inconclusive = CPE inhibition mostly from about 3.7% at the one dose, without a potency; inactive = the rest, 99 in 100 with CPE inhibition below about 2.2%; also: strong numbers were not always called active
# Siah-1 displacement – blockers of Siah-1 interaction with plectin peptide – biochemical, fluorescence polarization, rhodamine-plectin, uHTS, primary screen (AID 1817) | Siah-1 / rhodamine-plectin peptide fluorescence polarization; higher % means a stronger effect | displacement, % at 20 µM, or IC50 in µM where a hit was titrated | 290,000 tested, 0.02% active;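 active = displacement of at least 50% at 20 µM, with a fluorescence ratio check between 0.3 and a set limit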;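 also: plate controls were Siah plus tracer with DMSO for no effect and tracer alone without Siah for full effect; strong numbers were not always called active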
# PMI inhibition – human PMI inhibitors, high substrate, primary screen, biochemical, fluorescence intensity, high mannose 6-phosphate (AID 1220) | recombinant PMI enzyme, coupled fluorescence intensity; higher % means a stronger effect | inhibition, % at 20 µM, or IC50 in µM where a hit was titrated | 190,000 tested, 0.66% active; in the data active = inhibition above about 50%
# P. falciparum M1AAP – P. falciparum M1AAP inhibitors, biochemical, fluorogenic H-Leu-NHMec substrate, 1536-well (AID 1445); recombinant M1AAP, H-Leu-NHMec fluorogenic kinetic assay; higher % means a stronger effect; inhibition, % at 30 µM, or IC50 in µM where a hit was titrated; 220,000 tested, 0.42% active;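 active = primary inhibition above the hit cutoff, then over 50% inhibition at one or more dose response concentrations, cut at about 23% in these data, passing the limit was not always enough; inconclusive = conflicting primary data, or primary hits not chosen for dose response; inactive = low primary inhibition, or under 50% at every dose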;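 also: plate controls were DMSO full reaction for no effect and no enzyme background for full effect; strong numbers were not always called active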
# P. falciparum M17LAP – P. falciparum M17LAP inhibitors, primary screen, biochemical, fluorogenic H-Leu-NHMec substrate, 1536-well (AID 1619) | 220,000 tested, 0.38% active | recombinant M17LAP, H-Leu-NHMec fluorogenic kinetic assay; higher % means a stronger effect | one-dose inhibition, % at 30 µM; IC50 in µM for titrated hits;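 active = compound inhibiting the enzyme by more than half at any dose during confirmatory dose-response retesting; inconclusive = strong single-dose inhibitors picked by rank but not retested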;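 also: plate controls were full reaction with DMSO carrier for no effect and no enzyme background for full effect; strong numbers were not always called active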
# Yfh1-depleted yeast – enhancers of respiration in Yfh1-depleted yeast, dose response, Friedreich's ataxia, plus single-dose screen (AID 1465); S. cerevisiae Yfh1-off respiration, WST-1 reduction, 72 h; higher fold induction means a stronger effect; 220,000 tested, 0.074% active; fold induction at 50 µM; hits with a dose series show EC50 in µM;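 active = fold induction of absorbance versus untreated yeast above a set limit, then at least 30% activation at any dose in follow-up; inconclusive = repeats straddling the limit, or above it without dose testing; inactive = fold induction below the set limit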;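 also: activators that raise dye reduction in frataxin-depleted yeast; strong numbers were not always called active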
# XIAP displacement – XIAP antagonists, biochemical, IAP family, fluorescence polarization (AID 1018) | XIAP BIR domain, fluorescence polarization peptide displacement; higher % means a stronger effect | displacement, % at 20 µM, or IC50 in µM where a hit was titrated | 200,000 tested, 0.007% active; in the data active = displacement above about 50%; also: a part of the inactive calls stands beside numbers as strong as those of hits
# Salmonella PhoP GFP – inhibitors of PhoP regulon expression, primary screen, Salmonella Typhimurium, GFP reporter (AID 1863); S. Typhimurium PhoP-regulated promoter GFP reporter, 4 h; higher % means a stronger effect; 300,000 tested, 0.16% active; inhibition, % at 50 µM, or IC50 in µM where a hit was titrated;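 active = inhibition over 29.93%, a cutoff 3 SD above the screen mean, later confirmed by dose response; inconclusive = inhibition over 29.93% but no dose response follow-up; inactive = inhibition at most 29.93% or unconfirmed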;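 also: 0% = low Mg2+ inducing control and 100% = high Mg2+ repressing control; strong numbers were not always called active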
# The depositor's hits bear a star; i = inactive; u = inconclusive; x = not tested or not shown.
SMILES,CSM14.1 death rescue,West Nile antiviral,Siah-1 displacement,PMI inhibition,P. falciparum M1AAP,P. falciparum M17LAP,Yfh1-depleted yeast,XIAP displacement,Salmonella PhoP GFP
Cc1ccc(-c2nnn(CC(=O)N(c3ccccc3F)C(CC(C)C)C(=O)NCC3CCCO3)n2)cc1 (stereo unspecified),11.1%,-1.3%,1.0%,2.0%,5.6%,-3.5%,i,-2.0%,-4.3%
CCOC(=O)c1ccc(-c2ccc(C(=O)Nc3cccnc3)o2)cc1,-0.7%,1.6%,4.5%,12.3%,13.2%,24.0%,i,1.4%,1.2%
CCOC(=O)Cn1c(=O)oc2cc(S(=O)(=O)N3CCCc4ccccc43)ccc21,0.0%,-0.1%,0.7%,-4.3%,3.5%,3.9%,i,-6.0%,8.4%
CCOC(=O)c1c(N2C(=O)CC(Sc3ccccc3C(=O)O)C2=O)sc2c1CCCC2 (stereo unspecified),-1.9%,0.0%,-1.5%,-11.2%,3.6%,3.3%,i,-0.7%,-7.6%
CCN(CC)CC#CCC(O)(c1ccccc1)c1ccccc1,-1.5%,-0.1%,14.8%,-2.9%,2.7%,-1.7%,i,1.1%,-3.1%
O=c1c2ccccc2nc(-c2ccccc2)n1Cc1ccc(Cl)cc1,-2.6%,0.8%,-1.4%,1.2%,2.8%,-0.2%,i,-8.4%,3.1%
CN(Cc1cnccn1)Cc1ccccc1OCC(O)CN1CCc2ccccc2C1 (stereo unspecified),0.1%,-0.7%,0.1%,11.6%,0.3%,-0.8%,i,-12.6%,8.6%
Cc1cccc(C)c1NC(=S)N(CCCN1CCOCC1)Cc1cccnc1,0.4%,-0.5%,2.0%,5.0%,5.2%,8.2%,i,-6.0%,-7.3%
Cc1ccc(OCCCC(=O)NCc2ccco2)c(C)c1,-1.1%,0.0%,-5.8%,4.5%,-0.1%,-6.8%,i,-1.3%,-10.4%
CCOc1ccc(Cn2cc(F)c(=O)[nH]c2=O)cc1,x,-0.3%,-3.6%,x,-0.1%,-14.5%,i,x,-3.8%
COc1ccc(C2C(C(=O)N3CCN(c4ccccn4)CC3)CC(=O)N2c2ccc(OC)cc2)cc1 (stereo unspecified),-0.4%,0.6%,-4.5%,0.2%,-2.4%,6.3%,i,-4.6%,-11.0%
O=Cc1[nH]c2ccccc2c1N(C(=O)CCl)c1ccc([N+](=O)[O-])cc1,x,-1.2%,6.2%,x,17.0%,0.1%,i,x,2.3%
CCN(CC)S(=O)(=O)c1ccc(NC(=O)CSc2ncnc3ccccc23)cc1,-2.3%,-1.2%,-6.2%,16.8%,2.3%,4.8%,i,-2.9%,14.9%
COc1ccccc1-c1nc(SCC(=O)NCC2CCCO2)c2c(=O)n(C)c(=O)n(C)c2n1 (stereo unspecified),-1.3%,0.3%,6.5%,-3.4%,-1.9%,0.0%,i,-3.0%,-15.0%
O=C(O)CCNC(=O)c1ccc(NC(=O)Cc2ccc(Cl)cc2)cc1,-1.9%,0.2%,4.0%,-5.6%,2.3%,6.5%,i,-5.0%,-2.8%
CN1CCN(c2ccccc2NC(=O)c2sc3ccccc3c2Cl)CC1,-1.0%,-0.8%,-6.9%,62.3%*,-0.5%,-4.8%,i,-8.7%,1.4%
CCOC(=O)c1[nH]c2ccc(OCC)cc2c1NC(=O)CN1CCN(c2ccccn2)CC1,3.0%,0.5%,-1.2%,8.3%,7.1%,-11.5%,i,-3.0%,21.2%
O=C(Nc1ccc2c(c1)OCO2)c1cccc2c1C(=O)N(C1CCCCC1)C2,0.2%,-0.5%,7.7%,4.6%,3.9%,13.3%,i,-3.9%,-7.8%
CCn1cnc2scc(-c3ccccc3)c2c1=O,-1.9%,1.0%,-2.0%,-11.0%,7.5%,3.4%,i,-5.9%,-3.0%
Oc1ccc(Nc2nnc(-c3ccc(O)cc3)c3ccccc23)cc1,-0.6%,0.3%,-2.3%,0.2%,-3.7%,5.8%,i,-6.2%,-3.1%
Cc1ccc(C(=O)CCC(=O)N2CCC(C(N)=O)CC2)cc1,0.1%,-0.2%,-3.4%,13.6%,9.1%,17.8%,i,-1.1%,0.8%
CC(C)Oc1ccc(CC2CCC(=O)N(C)C2=O)cc1 (stereo unspecified),0.7%,-0.2%,2.6%,0.0%,-0.6%,4.1%,i,-3.9%,13.3%
COC(=O)c1ccc(Cn2nc([N+](=O)[O-])c(Br)c2C)cc1,x,-0.1%,-0.5%,x,4.4%,-0.9%,i,x,-13.8%
C=CCOC(=O)C1=C(C)NC(SCC(=O)Nc2nccs2)=C(C#N)C1c1cccs1 (stereo unspecified),2.3%,0.3%,1.4%,-1.5%,5.4%,13.7%,i,-3.3%,-14.1%
COc1cccc(NC(C)(C)c2nnnn2-c2c(C)cccc2C)c1,x,-0.9%,-5.0%,x,-2.1%,-0.1%,i,x,-1.8%
CCOC(=O)c1nn(-c2ccc(C)c(C)c2)c(=O)c2c(N)scc12,-1.8%,0.1%,3.2%,54.4%*,4.6%,-5.0%,i,-3.5%,-1.6%
COc1ccc(C2CC(=O)C3=C(C2)Nc2ncnn2C3c2ccccc2)cc1 (stereo unspecified),-2.3%,0.1%,-0.3%,3.0%,0.5%,9.7%,i,-3.3%,10.7%
COCc1c(C(=O)OCC(=O)c2c(N)n(CC(C)C)c(=O)n(C)c2=O)oc2ccccc12,0.3%,-0.8%,-2.2%,-2.1%,-0.6%,-15.9%,i,2.3%,-9.9%
Oc1csc(Cc2nc(-c3ccc(Br)cc3)cs2)n1,x,0.0%,7.0%,6.3%,3.7%,5.2%,i,-9.5%,-5.1%
Cc1c(Cl)c([N+](=O)[O-])nn1Cc1ccc(C(=O)N/N=C\c2cc(Cl)ccc2O)o1,0.4%,1.4%,-5.4%,-16.4%,-4.3%,8.9%,i,-2.0%,8.7%
N#CC1(c2ccccc2)CCCN1C(=O)c1ccc(Br)cc1 (stereo unspecified),-1.4%,0.5%,0.0%,9.2%,-0.3%,-1.3%,i,-26.8%,3.7%
CN(c1ccccc1)S(=O)(=O)c1cccc(NC(=O)COC(=O)C2CCCCC2)c1,x,0.1%,1.7%,x,1.4%,2.0%,i,x,-5.4%
COc1ccc(NS(=O)(=O)c2cccc(NC(=O)c3ccc(Cl)nc3)c2)cc1,-1.9%,-0.3%,6.4%,12.3%,-7.1%,-1.7%,i,-1.5%,29.2%
Cc1ccc(NC(=O)NCc2ccc3c(c2)OCO3)cc1,-3.0%,-0.8%,3.0%,-6.2%,7.0%,6.3%,i,-16.9%,-4.2%
Cn1ncc2c1ncn1nc(CCc3ccccc3)nc21,-2.1%,-0.1%,-0.9%,8.7%,6.0%,-8.3%,i,-1.8%,-9.2%
Cc1ccc(N(C(=O)Nc2ccccc2)C2=NCCC2)cc1,x,-0.5%,0.2%,x,2.5%,3.0%,i,x,-3.2%
COc1ccc(NC(=S)NC2CCCCC2)c(OC)c1,-1.0%,0.9%,4.8%,19.6%,0.8%,-9.5%,i,-3.7%,0.0%
O=C(Cn1ncc2c1-c1ccccc1OC2)Nc1ccc(Cl)cn1,x,-0.4%,6.7%,3.7%,5.8%,-10.6%,i,-5.2%,11.0%
COC(=O)c1ccc(NC(=O)Cn2c(-c3nonc3N)nc3ccccc32)cc1,-0.2%,0.3%,-2.3%,0.4%,1.9%,-4.1%,i,-3.7%,-1.6%
COc1cccc(-c2cc(C(=O)Nc3cc(C)n(Cc4ccc(Cl)cc4)n3)no2)c1,-2.3%,0.5%,12.2%,12.5%,7.4%,-2.9%,i,-0.8%,5.9%
CC(=O)/C(=N/Nc1ccccc1Cl)Sc1nnc(C(O)c2ccccc2)n1-c1ccccc1 (stereo unspecified),-0.4%,-1.2%,0.3%,-58.4%,7.9%,4.1%,i,-3.8%,-1.8%
Cc1ccccc1C(=O)NCCN=C1NS(=O)(=O)c2ccccc21,-0.1%,-0.2%,-0.8%,11.7%,4.4%,-8.3%,i,-4.0%,6.2%
COc1ccc(CCNC(=O)Cn2ccc3c(OC)cccc3c2=O)cc1OC,x,-0.3%,4.4%,x,-0.5%,4.4%,i,x,7.1%
Cc1ccc(O)c(/C=N/NC(=O)C2=NNC(c3ccccc3)(c3ccccc3)C2)c1,-2.4%,-0.3%,-3.5%,-50.3%,20.6%,16.6%,i,-4.4%,-4.2%
CCOc1ccc(=O)n(-c2ccccc2)n1,-0.6%,0.1%,-0.7%,-17.4%,-1.7%,-1.3%,i,-6.3%,6.2%
CC(C)CNC(=O)CSc1nc(-c2cccs2)cc(C(F)(F)F)n1,0.5%,-0.7%,8.3%,-3.2%,11.2%,23.7%,i,-2.4%,-4.8%
CCOC(=O)c1c(N)nn(C(=O)c2ccccc2F)c1-c1ccc(OC)cc1,-0.6%,-0.2%,6.4%,3.3%,3.2%,-3.0%,i,-5.3%,-8.6%
Clc1ccc(-c2c[n+]3c(n2-c2ccccc2)SCC3)cc1,-2.4%,u,1.7%,1.0%,-0.9%,-6.3%,i,-8.0%,4.9%
